MLLE-PAM2 inh: inhibitors of microRNA-mediated deadenylation, human PABP1 MLLE binding; GST-MLLE / FITC-PAM2 fluorescence polarization; inhibition, % at 20 µM; actives 0.36% (n = 360,000); AID 588489; in the data active = inhibition above about 35%, passing the limit was not always enough;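 note: plate controls were DMSO wells with GST-MLLE for no effect and wells lacking GST-MLLE protein for full effect; some results filed as inactive read as strong as hits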
MT1-MMP act inh: inhibitors of human MT1-MMP activation; AID 651647; GFP/RFP ratio change, % at 20 µM; actives 0.061% (n = 360,000); HT1080 RFP-PRO-GFP cells, GFP/RFP ratio fluorescence, overnight; percent of plate control window, DMSO zero;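 active = GFP/RFP ratio change of at least 30% with cell ATP level not reduced by more than half and red fluorescence within 50% of control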; note: strong numbers were not always called active
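Assay system – RFP-PRO-GFP reporter HT1080 cells · Compound dosing – single dose of 20 µM compound, 1% DMSO final · Incubation – overnight compound exposure at 37 °C · Measure – GFP/RFP fluorescence ratio · Benchmarks – DMSO wells and RFP-L50D-GFP cells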
FAS-TE inh: inhibitors of human fatty acid synthase thioesterase domain; P49327; recombinant FAS-TE, OMFH fluorogenic substrate, fluorescence endpoint; inhibition, % at 15 µM; actives 0.67% (n = 360,000);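 active = compounds whose normalised, plate-corrected inhibition of enzyme fluorescence in the single-dose primary screen is 50% or more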;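 note: 0% = DMSO with enzyme and 100% = substrate without enzyme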
SKN-1 inh: blocks SKN-1 activity in C. elegans; inhibition, % at 21.8 µM; C. elegans VP596 Pgst-4::GFP/RFP ratio, acrylamide-induced, 24 h; AID 624304; actives 0.49% (n = 360,000);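 active = interference check ratio from 0.5 to 1.5 plus GFP to RFP signal ratio inhibition reaching or exceeding a fixed threshold, cut at about 30% in these data, passing the limit was not always enough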; note: some compounds called inactive have numbers as strong as hits
MsrA act: activators of bovine methionine sulfoxide reductase A; purified bovine MsrA, absorbance read-out; activation, % at 10.6 µM; actives 0.3% (n = 360,000); AID 602163; in the data active = activation above about 7.5%;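 note: 0% = vehicle and 100% = reference activator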
eLon inh: inhibits E. coli Lon protease. purified E. coli Lon protease, fluorescence polarization. inhibition, % at 7.94 µM. actives 0.42% (n = 360,000). AID 602123; in the data active = inhibition above about 13%, passing the limit was not always enough;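 note: 0% = enzyme with probe and DMSO and 100% = no enzyme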
Target sequence (P0A9M0 whole entry, looked up): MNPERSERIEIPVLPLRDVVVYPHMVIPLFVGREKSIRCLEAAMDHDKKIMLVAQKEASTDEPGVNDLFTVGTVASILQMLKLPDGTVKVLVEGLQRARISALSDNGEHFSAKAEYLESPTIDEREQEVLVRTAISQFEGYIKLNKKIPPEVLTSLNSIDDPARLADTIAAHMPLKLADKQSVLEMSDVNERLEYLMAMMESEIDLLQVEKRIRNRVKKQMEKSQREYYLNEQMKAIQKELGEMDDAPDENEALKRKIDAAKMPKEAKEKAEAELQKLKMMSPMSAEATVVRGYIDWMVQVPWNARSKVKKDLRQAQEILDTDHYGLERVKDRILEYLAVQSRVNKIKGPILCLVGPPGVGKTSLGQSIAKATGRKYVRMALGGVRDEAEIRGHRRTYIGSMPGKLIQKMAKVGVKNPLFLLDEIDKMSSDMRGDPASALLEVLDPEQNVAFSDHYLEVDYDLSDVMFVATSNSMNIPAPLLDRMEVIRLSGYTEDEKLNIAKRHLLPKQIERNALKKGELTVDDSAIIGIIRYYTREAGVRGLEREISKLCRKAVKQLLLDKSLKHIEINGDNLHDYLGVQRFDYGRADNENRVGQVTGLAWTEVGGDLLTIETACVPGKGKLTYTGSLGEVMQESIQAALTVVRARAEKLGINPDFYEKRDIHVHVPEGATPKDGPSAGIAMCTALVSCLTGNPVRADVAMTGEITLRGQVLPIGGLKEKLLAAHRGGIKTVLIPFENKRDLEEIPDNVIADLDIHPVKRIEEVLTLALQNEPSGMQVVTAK
CendR NRP1 mod: NRP-1/CendR interaction modulation. FAM-RPARPAR peptide binding to NRP-1, fluorescence polarization. inhibition, % at 25 µM. actives 0.85% (n = 360,000). AID 602438;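 active = inhibition or corrected inhibition above about 18%, plus a signal ratio from 0.5 to 1.5, limit read from the data, passing the limit was not always enough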; note: strong numbers were not always called active
Neddyl block: blocks human cullin neddylation. actives 0.58% (n = 360,000). TR-FRET cullin neddylation, biochemical. calls only at 25 µM. AID 651699; in the data active = inhibition above about 36%
Rin1 Abl inh: inhibitors of human Rin1-Abl protein interaction; actives 0.4% (n = 360,000); inhibition, % at 7.35 µM; TR-FRET Rin1/Abl binding, biochemical; AID 588664; in the data active = inhibition above about 5%, passing the limit was not always enough
Starred values were filed as active, the others as inactive.

For CC(C)C[C@H](NC(=O)[C@H](Cc1ccccc1)n1c(=O)[nH]c2ccccc2c1=O)C(=O)N1CCC[C@@H]1C(=O)O the results were MLLE-PAM2 inh 13, MT1-MMP act inh 1, FAS-TE inh -4, SKN-1 inh 2, MsrA act -3, eLon inh 4, CendR NRP1 mod 8, Neddyl block inactive and Rin1 Abl inh 2.
For Cc1ccc(C)c(NC(=O)CN(C)C(=O)CSC(C)C(=O)Nc2cc(C)on2)c1 (stereo not drawn) the results were MLLE-PAM2 inh -1, MT1-MMP act inh 2, FAS-TE inh -3, SKN-1 inh -10, MsrA act -6, eLon inh 11, CendR NRP1 mod 6, Neddyl block inactive and Rin1 Abl inh 1.
For Fc1ccc(Oc2nccc(-c3ccc(Cl)cc3)n2)cc1 the results were MLLE-PAM2 inh 1, MT1-MMP act inh 2, FAS-TE inh 16, SKN-1 inh 6, MsrA act -2, eLon inh 3, CendR NRP1 mod 13, Neddyl block inactive and Rin1 Abl inh -1.
For CC1CCC(NC(=O)C2CCN(S(=O)(=O)c3ccc4nc5c(c(C(=O)O)c4c3)CC(C)CC5)CC2)CC1 (stereo not drawn) the results were MLLE-PAM2 inh -4, MT1-MMP act inh 0, FAS-TE inh -4, SKN-1 inh 8, MsrA act -3, eLon inh 2, CendR NRP1 mod -12, Neddyl block inactive and Rin1 Abl inh -1.
`CCCc1cc(=O)[nH]c(SCC(=O)Nc2cc(S(=O)(=O)N3CCOCC3)ccc2Cl)n1` gave MLLE-PAM2 inh 12, MT1-MMP act inh -2, FAS-TE inh -4, SKN-1 inh 10, MsrA act -5, eLon inh -6, CendR NRP1 mod 15, Neddyl block inactive and Rin1 Abl inh 3.
`Nc1ccc2ccccc2c1N=Nc1ccccc1` gave MLLE-PAM2 inh 1, MT1-MMP act inh 20, FAS-TE inh 30, SKN-1 inh 29, MsrA act -2, eLon inh 2, CendR NRP1 mod -14, Neddyl block inactive and Rin1 Abl inh -1.
CCOc1ncccc1C(=O)NCC(c1ccco1)N1CCCCC1 (stereo not drawn) was read as MLLE-PAM2 inh 9, MT1-MMP act inh -2, FAS-TE inh -6, SKN-1 inh 7, MsrA act -2, eLon inh 2, CendR NRP1 mod 12, Neddyl block inactive and Rin1 Abl inh -2.
Screening COc1ccc(C(=O)N/N=C2/SCC(=O)N2Cc2ccc3c(c2)OCO3)cc1OC returned MLLE-PAM2 inh -44, MT1-MMP act inh 5, FAS-TE inh -6, SKN-1 inh -10, MsrA act -10, eLon inh -5, CendR NRP1 mod -1, Neddyl block inactive and Rin1 Abl inh 2.
For COc1ccc(C(C(=O)NCc2ccccc2)n2c(=O)c(-c3cc4ccccc4[nH]3)nc3ccccc32)cc1 (stereo not drawn) the results were MT1-MMP act inh -3, SKN-1 inh 5 and CendR NRP1 mod -11.
For CCN1/C(=C2\OC(=S)N(C)C2=O)C=Cc2ccccc21 the results were MLLE-PAM2 inh -23, MT1-MMP act inh -6, FAS-TE inh -42, SKN-1 inh 52, MsrA act -7, eLon inh -2, CendR NRP1 mod -42, Neddyl block inactive and Rin1 Abl inh -4.
For COc1ccc(C(=O)N2CCc3ccc(NC(=O)c4ccccn4)cc3C2)cc1F the results were MLLE-PAM2 inh 4, MT1-MMP act inh -4, FAS-TE inh 6, SKN-1 inh 13, MsrA act -3, eLon inh 5, CendR NRP1 mod 6, Neddyl block inactive and Rin1 Abl inh 3.
O=C(COC(=O)Cc1ccc(F)cc1)Nc1ccc2[nH]c(=O)[nH]c2c1 was read as MLLE-PAM2 inh -6, MT1-MMP act inh 6, FAS-TE inh -8, SKN-1 inh 16, MsrA act -3, eLon inh -1, CendR NRP1 mod -2, Neddyl block inactive and Rin1 Abl inh -1.
`OCC1(CCOc2ccccc2)CCN(Cc2ccc(OC(F)F)cc2)CC1` gave MLLE-PAM2 inh 10, MT1-MMP act inh 4, FAS-TE inh 0, SKN-1 inh 3, MsrA act -11, eLon inh -12, CendR NRP1 mod 0, Neddyl block inactive and Rin1 Abl inh 2.
For O=C(NNc1ccccc1)c1ccccc1 the results were MLLE-PAM2 inh 5, MT1-MMP act inh 0, FAS-TE inh -7, SKN-1 inh 17, MsrA act -2, eLon inh -4, CendR NRP1 mod 4, Neddyl block inactive and Rin1 Abl inh 0.
`Cn1c(=O)c2c(-c3ccccc3)n(Cc3cccnc3)cc2n(C)c1=O` gave MLLE-PAM2 inh -5, MT1-MMP act inh 2, FAS-TE inh -1, SKN-1 inh -6, MsrA act -2, eLon inh 0, CendR NRP1 mod 0, Neddyl block inactive and Rin1 Abl inh 0.
O=C1C2C3C=CC(C3)C2C(=O)N1c1ccc2ccccc2n1 (stereo not drawn) was read as MLLE-PAM2 inh 10, MT1-MMP act inh -2, FAS-TE inh -5, SKN-1 inh 10, MsrA act -2, eLon inh 1, CendR NRP1 mod -6, Neddyl block inactive and Rin1 Abl inh -3.
Screening COC(=O)c1cccc(S(=O)(=O)N2CCCC2)c1 returned MLLE-PAM2 inh -5, MT1-MMP act inh -1, FAS-TE inh -14, SKN-1 inh 8, MsrA act 1, eLon inh -3, CendR NRP1 mod -5, Neddyl block inactive and Rin1 Abl inh -4.
For CCC(c1nnnn1Cc1ccc(F)cc1)N(CCCO)Cc1cc2cc3c(cc2[nH]c1=O)OCO3 (stereo not drawn) the results were MLLE-PAM2 inh 45*, MT1-MMP act inh -10, FAS-TE inh -5, SKN-1 inh 6, MsrA act -6, eLon inh 3, CendR NRP1 mod 7 and Rin1 Abl inh 1.
COc1ccc(C2CC(=O)C(CS(=O)(=O)c3ccccc3)C(=O)C2)cc1 (stereo not drawn) was read as MLLE-PAM2 inh 38, MT1-MMP act inh 4, FAS-TE inh -7, SKN-1 inh -2, MsrA act -3, eLon inh -14, CendR NRP1 mod -4, Neddyl block inactive and Rin1 Abl inh 5.
`O=C(O)Cn1nnnc1SCC(=O)Nc1ccccc1F` gave MLLE-PAM2 inh 2, MT1-MMP act inh -4, FAS-TE inh -6, SKN-1 inh 10, MsrA act -3, eLon inh 0, CendR NRP1 mod 5, Neddyl block inactive and Rin1 Abl inh -3.

Structural class: the entries above containing an aryl thioether with sulfur outside any ring
`CCCc1cc(=O)[nH]c(SCC(=O)Nc2cc(S(=O)(=O)N3CCOCC3)ccc2Cl)n1` gave MLLE-PAM2 inh 12, MT1-MMP act inh -2, FAS-TE inh -4, SKN-1 inh 10, MsrA act -5, eLon inh -6, CendR NRP1 mod 15, Neddyl block inactive and Rin1 Abl inh 3.
`O=C(O)Cn1nnnc1SCC(=O)Nc1ccccc1F` gave MLLE-PAM2 inh 2, MT1-MMP act inh -4, FAS-TE inh -6, SKN-1 inh 10, MsrA act -3, eLon inh 0, CendR NRP1 mod 5, Neddyl block inactive and Rin1 Abl inh -3.

More records
For Cn1cc(C2OC(=O)c3ccccc32)c2ccccc21 (stereo not drawn) the results were MLLE-PAM2 inh -5, MT1-MMP act inh 6, FAS-TE inh -5, SKN-1 inh 14, MsrA act -2, eLon inh -1, CendR NRP1 mod 5, Neddyl block inactive and Rin1 Abl inh 3.
For COc1cccc(CN2CCNC(=O)C2CC(=O)NCCOc2cccnc2)c1 (stereo not drawn) the results were MLLE-PAM2 inh -1, MT1-MMP act inh -2, FAS-TE inh -5, SKN-1 inh 5, MsrA act -1, eLon inh 16, CendR NRP1 mod -2, Neddyl block inactive and Rin1 Abl inh 1.
`Cc1cccc(NC(=S)NNC(=O)c2ccc(O)cc2O)c1C` gave MLLE-PAM2 inh 9, MT1-MMP act inh 7, FAS-TE inh -2, SKN-1 inh 8, MsrA act -3, eLon inh -6, CendR NRP1 mod 3, Neddyl block inactive and Rin1 Abl inh 2.
Screening CCCC1=[N+](CC(=O)c2ccccc2)CCn2cccc21 returned MLLE-PAM2 inh -16, MT1-MMP act inh -13, FAS-TE inh -9, SKN-1 inh 7, MsrA act -3, eLon inh -13, CendR NRP1 mod -12, Neddyl block inactive and Rin1 Abl inh 0.
For CCOC(=O)c1cccc(NC(=O)CSc2nnc(COc3ccccc3C)o2)c1 the results were MLLE-PAM2 inh -3, MT1-MMP act inh 6, FAS-TE inh 4, SKN-1 inh 0, MsrA act 0, eLon inh -2, CendR NRP1 mod 2, Neddyl block inactive and Rin1 Abl inh 2.
O=C(NC1CC1(c1ccccc1)c1ccccc1)c1ccccc1 (stereo not drawn) was read as MLLE-PAM2 inh 0, MT1-MMP act inh -3, FAS-TE inh 10, SKN-1 inh 13, MsrA act 0, eLon inh -11, CendR NRP1 mod -1, Neddyl block inactive and Rin1 Abl inh 4.
For Cc1cc(Br)ccc1SCC(=O)OC/C(O)=C(\C#N)c1nc2ccccc2[nH]1 the results were MLLE-PAM2 inh -48, MT1-MMP act inh -3, FAS-TE inh 5, SKN-1 inh 13, MsrA act -3, eLon inh -18, CendR NRP1 mod -66, Neddyl block inactive and Rin1 Abl inh 2.
For COc1cccc(-c2cc(C(=O)NC3CCCC3)c3ccccc3n2)c1 the results were MLLE-PAM2 inh 14, MT1-MMP act inh 2, FAS-TE inh 10, SKN-1 inh 10, MsrA act -1, eLon inh 2, CendR NRP1 mod -1, Neddyl block inactive and Rin1 Abl inh 1.
CCN(CC)C(=O)[C@H]1C[C@H](CC(=O)NCCN2CCOCC2)C(=O)N2CCc3c([nH]c4ccc(Cl)cc34)[C@]12C was read as MLLE-PAM2 inh -12, MT1-MMP act inh -1, FAS-TE inh -6, SKN-1 inh 5, MsrA act -1, eLon inh -6, CendR NRP1 mod 4, Neddyl block inactive and Rin1 Abl inh 0.
For Cc1cccc(CNC(=O)C2CCC(=O)N(C3CCCC3)C2)c1 (stereo not drawn) the results were MLLE-PAM2 inh -3, MT1-MMP act inh 0, FAS-TE inh -3, SKN-1 inh -13, MsrA act -4, eLon inh -7, CendR NRP1 mod 20, Neddyl block inactive and Rin1 Abl inh 0.
`Cc1cc(=O)[nH]c(SCC(=O)N2CCN(S(=O)(=O)c3ccccc3)C2)n1` gave MLLE-PAM2 inh -7, MT1-MMP act inh 0, FAS-TE inh -3, SKN-1 inh -1, MsrA act -1, eLon inh -6, CendR NRP1 mod 1, Neddyl block inactive and Rin1 Abl inh 0.
For CCN(CC)CCNC(=O)CN1C(=O)COc2ccc(S(=O)(=O)N3CCOCC3)cc21 the results were MLLE-PAM2 inh 2, MT1-MMP act inh -4, FAS-TE inh -1, SKN-1 inh -1, MsrA act -12, eLon inh -3, CendR NRP1 mod 6, Neddyl block inactive and Rin1 Abl inh 1.
C=CCn1c(=S)[nH]c2cc(C(=O)N3CCN(c4ccccc4OC)CC3)ccc2c1=O was read as MLLE-PAM2 inh -63, MT1-MMP act inh -6, FAS-TE inh 54*, SKN-1 inh 15, MsrA act -2, eLon inh 5, CendR NRP1 mod 0, Neddyl block inactive and Rin1 Abl inh 0.
COc1ccc(CN2CCNC(=O)C2CC(=O)NC2CCCC2)c(OC)c1 (stereo not drawn) was read as MLLE-PAM2 inh 1, MT1-MMP act inh -2, FAS-TE inh -5, SKN-1 inh 19, MsrA act -1, eLon inh -18, CendR NRP1 mod 14, Neddyl block inactive and Rin1 Abl inh 2.
COc1ccc(OCc2cc(C(=O)NCCN3CCCc4ccccc43)no2)c(Cl)c1 was read as MLLE-PAM2 inh -44, MT1-MMP act inh -7, FAS-TE inh 18, SKN-1 inh -1, MsrA act 1, eLon inh -49, CendR NRP1 mod -27, Neddyl block inactive and Rin1 Abl inh 1.
COc1ccc(C(c2nnnn2CC2CCCO2)N2CCN(c3ccccc3)CC2)cc1 (stereo not drawn) was read as MLLE-PAM2 inh -3, MT1-MMP act inh 3, FAS-TE inh 3, SKN-1 inh 22, MsrA act 1, eLon inh -2, CendR NRP1 mod -7, Neddyl block inactive and Rin1 Abl inh -2.

High-throughput results from PubChem.
